MBD2 inh: blocks human MBD2 binding to methylated DNA; Q9UBB5; TR-FRET, MBD2 binding to methylated oligonucleotide; inhibition, % at 4.4 µM; 370,000 tested, 0.31% active; in the data active = inhibition above about 13%
Rev-erbA mod: Rev-erb alpha (human) modulation; Rev-erbα–FITC-DNA binding, fluorescence polarization, 90 min; activity, % at 10 µM; 370,000 tested, 0.79% active;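 active = activity above about 14%, limit read from the data; passing the limit was not always enough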;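 also: 0% = DMSO wells with 35 nM protein and 100% = DMSO wells with 750 nM protein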
ADAM17 inh: inhibits human ADAM17. AID 720648. 370,000 tested, 0.83% active. recombinant ADAM17, EDANS/DABCYL FRET peptide cleavage. inhibition, % at 6.95 µM;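 active = inhibition above the mean of compounds lying between control limits plus 3 SD, set per campaign, cut at about 8.5% in these data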;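 also: 0% = DMSO-only wells as the low control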
SMARCA2 act: SMARCA2 function activation, primary screen; 370,000 tested, 1% active; activation, % at 9.1 µM; MG213 cells, MMTV-luciferase reporter, dexamethasone, overnight; in the data active = activation above about 7.8%;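 also: 0% = vehicle wells and 100% = reference activator wells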
DAX1 inh-1: inhibitors of human orphan nuclear receptor DAX1 (NR0B1). inhibition, % at 6.75 µM. AID 504766. HEK293 Gal4-DAX1 luciferase reporter, luminescence. P51843. 340,000 tested, 0.99% active;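 active = inhibition above the mean over all tested compounds plus 3 SD, cut at about 4.2% in these data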;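 also: 0% = DAX1-transfected cells with DMSO and 100% = empty-vector control cells with DMSO; inhibition shows as a rise in luminescence from relieved DAX1 repression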
hgDAF-12 ag: agonists of H. glycines DAF-12 nuclear receptor | 370,000 tested, 1.8% active | activation, % at 6.8 µM | HEK293 GAL4-hgDAF12 UAS-luciferase reporter, agonist luminescence; normalized to butyrate control;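 active = activation above a cutoff set at the mean of all screened compounds plus 3 SD, cut at about 10% in these data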;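 also: 0% = DMSO wells and 100% = sodium butyrate wells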
hcDAF12 agonist: activators of H. contortus DAF-12 nuclear receptor | HEK293 hcDAF-12 lit1-tk-luc reporter, luminescence; 0% DMSO, 100% Δ7-dafachronic acid | activation, % at 6.8 µM | 370,000 tested, 1.4% active | AID 652067;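 active = activation above the mean of all tested compounds plus 3 SD, cut at about 5.5% in these data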;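 also: 100% = response to 3 µM Δ7-dafachronic acid high control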
ssDAF12 agonist: activates DAF-12 receptor from parasite S. stercoralis; 370,000 tested, 1% active; activation, % at 6.8 µM; HEK293 ssDAF-12/GRIP1 lit1-tk-luc reporter, luminescence; % of 3 µM dafachronic acid response;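 active = activation above the mean over all tested compounds plus 3 SD, cut at about 0.9% in these data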;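 also: 0% = DMSO-only wells and 100% = 3 µM delta7-dafachronic acid wells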
PLCb3 inh: PLC-beta3 (human) inhibition, primary screen; Q01970; Purified PLC-beta3, fluorogenic substrate, fluorescence; inhibition, % at 12.2 µM; 370,000 tested, 0.18% active; in the data active = inhibition above about 11%;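 also: 0% = median of compound wells on plate and 100% = full blocker control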
PLCg1 inh: inhibitors of human phospholipase C gamma1 | P19174 | purified PLC-gamma1, fluorogenic substrate, fluorescence | inhibition, % at 12.2 µM | 370,000 tested, 0.84% active | AID 720700; in the data active = inhibition above about 9.5%
Target sequence (P19174 whole entry, looked up): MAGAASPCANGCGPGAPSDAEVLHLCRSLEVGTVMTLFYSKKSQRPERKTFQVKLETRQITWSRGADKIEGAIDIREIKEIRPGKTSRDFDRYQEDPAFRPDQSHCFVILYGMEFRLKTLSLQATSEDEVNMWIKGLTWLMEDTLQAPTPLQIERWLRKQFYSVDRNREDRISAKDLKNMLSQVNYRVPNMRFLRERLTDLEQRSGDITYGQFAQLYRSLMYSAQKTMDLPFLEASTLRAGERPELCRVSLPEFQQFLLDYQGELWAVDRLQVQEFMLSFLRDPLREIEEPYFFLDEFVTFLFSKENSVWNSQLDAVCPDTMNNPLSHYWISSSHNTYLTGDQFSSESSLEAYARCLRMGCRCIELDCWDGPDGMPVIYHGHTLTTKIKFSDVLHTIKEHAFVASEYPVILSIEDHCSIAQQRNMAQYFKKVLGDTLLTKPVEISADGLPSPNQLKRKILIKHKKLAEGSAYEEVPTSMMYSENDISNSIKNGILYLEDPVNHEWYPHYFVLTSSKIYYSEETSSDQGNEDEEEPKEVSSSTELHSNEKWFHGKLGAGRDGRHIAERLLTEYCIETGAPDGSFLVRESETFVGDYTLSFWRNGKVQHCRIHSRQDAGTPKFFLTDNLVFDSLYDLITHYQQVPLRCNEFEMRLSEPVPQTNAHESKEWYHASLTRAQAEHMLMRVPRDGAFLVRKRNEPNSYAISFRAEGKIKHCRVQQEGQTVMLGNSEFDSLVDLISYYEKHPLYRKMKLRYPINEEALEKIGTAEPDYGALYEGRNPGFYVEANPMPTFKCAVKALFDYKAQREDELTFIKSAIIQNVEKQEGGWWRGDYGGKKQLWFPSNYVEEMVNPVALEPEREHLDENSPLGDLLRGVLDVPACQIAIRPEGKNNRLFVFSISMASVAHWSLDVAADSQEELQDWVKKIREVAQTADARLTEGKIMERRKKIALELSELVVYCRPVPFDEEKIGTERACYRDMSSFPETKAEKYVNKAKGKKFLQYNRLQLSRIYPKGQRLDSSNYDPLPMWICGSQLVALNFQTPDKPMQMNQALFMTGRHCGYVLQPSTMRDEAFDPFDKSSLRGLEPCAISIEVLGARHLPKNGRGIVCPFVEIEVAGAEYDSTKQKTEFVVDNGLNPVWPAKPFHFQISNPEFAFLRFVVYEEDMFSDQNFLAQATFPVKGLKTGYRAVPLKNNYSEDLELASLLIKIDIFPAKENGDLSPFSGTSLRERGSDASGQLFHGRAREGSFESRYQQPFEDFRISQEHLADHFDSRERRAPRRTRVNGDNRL
DAX1 inh-2: blocks DAX1 repression of SF-1 activated StAR promoter; HEK293T StAR-luciferase reporter, SF-1/DAX-1 repression relief; inhibition, % at 6.8 µM; 370,000 tested, 1.1% active; AID 652010;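 active = inhibition above the mean over all tested compounds plus 3 SD, cut at about 3.6% in these data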;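 also: 0% = DAX-1 cells with DMSO and 100% = cells lacking DAX-1 with DMSO; higher inhibition means more luminescence from relief of DAX-1 repression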
An asterisk follows results filed as active; nt = not tested or not shown.

entry	Molecule	MBD2 inh	Rev-erbA mod	ADAM17 inh	SMARCA2 act	DAX1 inh-1	hgDAF-12 ag
1	CC1(C)Cc2c(ccc3ccccc23)-c2nnc(-c3cccnc3)n21	-6	-2	-1	1	-0.4	-0.6
2	COc1ccccc1/C=N/NC(=O)CC(=O)NCCc1ccccc1	-2	-5	-1	-1	nt	1.4
3	COc1ccc(Br)cc1CNC(=O)CCN1C(=O)COc2ccccc21	4	-10	-5	-3	1.3	-1.6
4	CC1(C)COC(Cc2ccccc2)=N1	4	-3	1	5	2.4	5.4
5	CS(=O)(=O)N1CCCC(C(=O)N2CCc3ccccc3C2)C1 (stereo not drawn)	-2	-1	-4	-1	-1.0	-0.7
6	Cc1ccc(N(Cc2ccccc2)C(=O)c2ccc(F)c(S(=O)(=O)N3CCOCC3)c2)cc1	-6	3	-5	-1	1.2	0.4
7	C=CCNc1nc2ccccc2nc1NS(=O)(=O)c1ccc(Br)cc1	-2	-3	-10	-1	-2.0	-0.2
8	COc1cccc(NC(=O)N2C3CCCC2CC(NC(=O)C2CC2)C3)c1 (stereo not drawn)	-1	8	1	0	0.8	-1.2
9	COc1ccc(S(=O)(=O)NC2CC3CCC2C3)cc1 (stereo not drawn)	2	0	1	-3	0.3	-1.7
10	CSc1cccc(-n2c(C)cc(C(N)=O)c2C)c1	-2	3	3	2	0.7	3.3

entry	hcDAF12 agonist	ssDAF12 agonist	PLCb3 inh	PLCg1 inh	DAX1 inh-2
1	-2.6	-1.3	2	1	0.4
2	-0.8	-1.4	-5	-3	0.2
3	-1.3	-1.8	0	-2	-0.3
4	0.9	-1.0	-3	4	0.4
5	0.4	-0.4	-1	-1	-0.6
6	-1.3	-1.2	2	5	0.7
7	0.1	-0.4	-33	-20	-0.6
8	-1.1	-0.9	-4	2	0.3
9	-2.0	-1.0	-2	-1	-0.1
10	0.6	-1.5	-1	4	1.6

Compound profiles (already shown). Order of screens: MBD2 inh	Rev-erbA mod	ADAM17 inh	SMARCA2 act	DAX1 inh-1	hgDAF-12 ag	hcDAF12 agonist	ssDAF12 agonist	PLCb3 inh	PLCg1 inh	DAX1 inh-2
Entry for `CSc1cccc(-n2c(C)cc(C(N)=O)c2C)c1` : -2	3	3	2	0.7	3.3	0.6	-1.5	-1	4	1.6
Entry for `COc1ccc(S(=O)(=O)NC2CC3CCC2C3)cc1` (stereo not drawn) : 2	0	1	-3	0.3	-1.7	-2.0	-1.0	-2	-1	-0.1

Remaining list, next part.
entry	Molecule	MBD2 inh	Rev-erbA mod	ADAM17 inh	SMARCA2 act	DAX1 inh-1	hgDAF-12 ag
11	COc1ccc(-c2csc(N3N=C(C)C(C)C3=O)n2)cc1 (stereo not drawn)	2	2	0	2	1.0	3.7
12	N#CC(c1ccc(F)cc1)c1ccc(C(=O)c2ccc(F)cc2)cc1 (stereo not drawn)	3	-1	4	-1	-0.3	0.4
13	CC(C)=CCOc1c2ccoc2c(OCC=C(C)C)c2oc(=O)ccc12	-5	1	-2	2	-0.7	0.8
14	O=C(COc1ccc(CNC[C@H]2O[C@@H](n3ccc(=O)[nH]c3=O)[C@H](O)[C@@H]2O)cc1)Nc1nccs1	-3	-1	-2	1	nt	3.2
15	O=C(NCc1ccco1)C1CC(c2ccccc2O)=NO1 (stereo not drawn)	-1	-4	3	-1	-0.4	-1.6
16	Cc1ccc2c(c1)c(N=Nc1ccc([N+](=O)[O-])cc1)c(O)n2C	4	6	-6	-3	1.0	-0.4
17	COc1ccc([C@H]2CC(=O)C=C(c3ccc4c(c3)sc3ccccc34)C2)cc1	3	2	-6	0	3.0	-0.6
18	CC(C)(C)C(=O)NC1=NCCS1	0	-3	0	-1	1.0	0.5
19	Cc1ccc(-n2c(C(C)C)nc3oc4ccccc4c(=O)c3c2=O)cc1	0	1	-7	2	6.0*	12*
20	O=C(O)CCCN1C(=O)c2cccc3cccc(c23)C1=O	-5	2	-102	-1	0.3	-0.9

entry	hcDAF12 agonist	ssDAF12 agonist	PLCb3 inh	PLCg1 inh	DAX1 inh-2
11	-0.4	-0.9	-1	2	1.3
12	-2.8	-1.6	4	4	-1.8
13	0.2	-1.4	-5	-3	-0.4
14	2.9	-1.1	-1	0	-0.3
15	-0.8	-0.8	0	9	0.3
16	6.0*	-0.2	-4	0	-0.1
17	-1.8	-1.6	-6	-1	0.1
18	-1.1	-0.8	3	4	0.3
19	12*	2.9*	-12	1	2.1
20	0.3	-1.4	-24	-20	-0.2

Structural class: those above with bromine
entry	Molecule	MBD2 inh	Rev-erbA mod	ADAM17 inh	SMARCA2 act	DAX1 inh-1	hgDAF-12 ag
3	COc1ccc(Br)cc1CNC(=O)CCN1C(=O)COc2ccccc21	4	-10	-5	-3	1.3	-1.6
7	C=CCNc1nc2ccccc2nc1NS(=O)(=O)c1ccc(Br)cc1	-2	-3	-10	-1	-2.0	-0.2

entry	hcDAF12 agonist	ssDAF12 agonist	PLCb3 inh	PLCg1 inh	DAX1 inh-2
3	-1.3	-1.8	0	-2	-0.3
7	0.1	-0.4	-33	-20	-0.6

(list continues)
entry	Molecule	MBD2 inh	Rev-erbA mod	ADAM17 inh	SMARCA2 act	DAX1 inh-1	hgDAF-12 ag
21	COc1ccc(-n2c(C)cc(SC)c(C(C)=O)c2=S)cc1	1	-5	-3	0	-0.1	1.7
22	O=C1NC(=Nc2ccccc2)c2c1cccc2[N+](=O)[O-]	5	4	-4	-3	-1.8	1.6
23	O=C(CCCOc1ccc(Cl)cc1Cl)N/N=C\C1CCCCC1	-3	0	-3	1	-1.0	-0.3
24	Cc1c(C(=O)NCc2ccccc2CN2CCCC2)oc2ccc(F)cc12	-3	3	-1	-2	0.1	-1.9
25	CCN1CC(CN(C)Cc2nc(Cc3ccccc3)no2)CC1=O (stereo not drawn)	2	-4	-3	4	-0.1	-1.1
26	CC(=O)c1ccc(N2Cc3ccccc3C3(CCOCC3)C2=N)cc1	1	-1	-2	3	-0.8	2.2
27	CCN(CC)C(=O)Cn1cc(S(=O)(=O)CC(=O)Nc2ccccc2F)c2ccccc21	4	-1	-1	-2	-0.2	0.0
28	Cc1ccc(S(=O)(=O)N2CCN(c3ccccc3)CC2)cc1C	-1	3	-3	-1	0.6	-0.4
29	CNC(=O)/C(=C\C=C\c1ccccc1)NC(=O)c1ccc([N+](=O)[O-])cc1	-4	2	-3	0	-0.3	1.2
30	Cc1onc(-c2c(F)cccc2Cl)c1C(=O)NCc1ccco1	4	-3	-3	0	1.3	-0.2

entry	hcDAF12 agonist	ssDAF12 agonist	PLCb3 inh	PLCg1 inh	DAX1 inh-2
21	-0.5	-0.9	0	0	-0.3
22	-0.2	1.3*	1	2	-0.4
23	-1.1	-1.5	-3	-2	-0.8
24	1.6	-0.5	-5	1	1.9
25	-0.5	-1.5	-2	3	1.0
26	2.1	-1.1	-5	0	0.6
27	-1.1	-1.1	-8	2	2.8
28	0.1	-1.3	-7	0	-0.5
29	-0.1	-1.0	-1	-1	-0.6
30	-0.6	-1.4	2	0	0.1

Continuation:
entry	Molecule	MBD2 inh	Rev-erbA mod	ADAM17 inh	SMARCA2 act	DAX1 inh-1	hgDAF-12 ag
31	COc1ccc(S(=O)(=O)Nc2ccc(S(=O)(=O)N3CCCCC3)cc2)cc1	6	-3	-3	-2	2.1	0.9
32	COC(=O)NCC(C)OC(=O)Nc1ccc(Cl)cc1 (stereo not drawn)	4	4	-1	-2	0.5	3.8
33	Cc1cc(S(=O)(=O)Nc2ccccc2C)ccc1F	1	-4	-3	-4	-0.3	-2.1
34	FC(F)(F)c1nnc2c3ccccc3c(Cl)nn12	-4	-5	0	1	-0.7	0.0
35	COc1ccc(CNC(=O)CCS(=O)(=O)c2ccc(Br)cc2)cc1	0	1	-3	5	2.1	0.8
36	Cc1cccc(C)c1NC(=O)C1c2ccccc2OCC(=O)N1Cc1ccccc1 (stereo not drawn)	1	-1	0	1	nt	1.0
37	COc1ccc(NC(=O)Cn2cnc3sc(C)c(S(=O)(=O)N4CCN(C)CC4)c3c2=O)cc1OC	-1	5	1	-1	-0.4	0.1
38	C=CCn1c(SC(C)C#N)nc2sc(CC)cc2c1=O (stereo not drawn)	-2	2	-2	1	1.2	0.3
39	COc1ccc(Cl)cc1-c1cc(C(=O)NCc2cccs2)[nH]n1	4	5	-2	-3	nt	-3.2
40	CCCOc1ccc(-c2cc(C(F)(F)F)c(C#N)c(SCC(=O)O)n2)cc1	5	-3	-46	-2	-0.1	0.5

entry	hcDAF12 agonist	ssDAF12 agonist	PLCb3 inh	PLCg1 inh	DAX1 inh-2
31	-0.6	-0.7	-3	-3	-0.8
32	1.9	-0.9	2	3	0.5
33	0.3	-1.3	1	-1	0.4
34	-1.3	-1.5	-3	3	-0.9
35	-2.3	-0.9	-5	7	0.5
36	-1.4	-0.8	0	6	0.0
37	0.8	-0.5	4	-5	0.8
38	-1.0	-1.5	1	1	0.9
39	-1.4	-0.9	-1	2	-0.7
40	1.9	-0.5	-38	-30	-0.1

Continuation.
entry	Molecule	MBD2 inh	Rev-erbA mod	ADAM17 inh	SMARCA2 act	DAX1 inh-1	hgDAF-12 ag
41	O=C1CCNCCN1[C@H](CO)c1ccccc1	-1	7	4	-1	-0.2	-1.2
42	C[C@H](c1ccccc1)n1nnc(COCc2ccccc2)c1C#CCOCc1ccccc1	1	0	0	0	1.5	-0.6
43	CC(C)C[C@H](NC(=O)c1nc[nH]c1C(=O)NCC(=O)OC(C)(C)C)C(=O)OCc1ccccc1	1	-3	14*	1	-0.9	-0.5
44	CCN1CCC2(CC1)Oc1c(OC)cccc1C1CC(c3cccnc3)=NN12 (stereo not drawn)	0	2	-5	1	nt	2.1
45	O=c1c2ccccc2oc2ccc(-c3ccc4[nH]ccc4c3)cc12	0	-2	4	4	3.9	11*
46	Cc1cccc(C)c1NC(=O)CN1CCN(CC(=O)NCC2(N3CCCCC3)CCCCC2)CC1	2	-4	-5	-2	0.5	2.7

entry	hcDAF12 agonist	ssDAF12 agonist	PLCb3 inh	PLCg1 inh	DAX1 inh-2
41	-1.3	-0.7	-3	0	-0.3
42	-1.0	-0.8	-3	3	-0.1
43	-1.7	-1.4	-4	9.9*	-0.5
44	0.4	-1.3	-20	-8	0.7
45	5.4	-0.1	-27	-15	5.0*
46	1.7	-1.7	-3	0	0.4

Assay outcomes as filed in PubChem BioAssay.
